# Screening results from PubChem.
# Epigenetic derep = regulators of epigenetic silencing causing reporter derepression in mouse cells; Potency, µM (series often up to 53.9 µM), without a hit: top-dose GFP activation, actives largely listed as activators; murine LDR cells, GFP reporter derepression, 30 h; hit rate 0.2% among 280,000; also: % of control where 0% means no effect; nearly all actives have a fitted effect of over 60% in size
#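 Reporter derepression read as number of fluorescent GFP-positive objects, 20-120 um in size, counted by laser-scanning cytometer. Mouse LDR line with an epigenetically silenced CMV-GFP locus; compound incubation 30 h, 37 C.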
# aGal spleen mod = inhibits or activates alpha-galactosidase in human spleen homogenate; P06280; human spleen homogenate, 4MU-alpha-Gal fluorescence, 40 min; Potency, µM (series often up to 80 µM), for the others: top-dose activity change, negative = inhibition, actives largely listed as inhibitors; hit rate 0.008% among 240,000; AID 2107;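 also: 0% = enzyme with vehicle and -100% = no enzyme basal signal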
# Target sequence (P06280 32-429 limits assumed): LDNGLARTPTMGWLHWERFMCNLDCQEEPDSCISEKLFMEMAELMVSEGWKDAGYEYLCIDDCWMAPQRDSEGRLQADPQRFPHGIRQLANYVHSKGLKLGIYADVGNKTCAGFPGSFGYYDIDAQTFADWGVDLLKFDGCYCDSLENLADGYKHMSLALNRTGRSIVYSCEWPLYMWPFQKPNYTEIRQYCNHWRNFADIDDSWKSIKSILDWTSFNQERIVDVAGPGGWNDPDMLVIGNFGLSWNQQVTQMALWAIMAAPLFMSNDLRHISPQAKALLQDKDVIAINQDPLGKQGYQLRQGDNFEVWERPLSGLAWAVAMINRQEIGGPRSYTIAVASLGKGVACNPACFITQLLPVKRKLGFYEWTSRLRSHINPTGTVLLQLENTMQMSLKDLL
#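 Spleen homogenate 1 ug + cpd (titration) + 4-MU-alpha-D-galactopyranoside 1 mM; 37C 40 min; 50 mM citrate/phosphate pH 5.0, 0.01% Tween-20; stop pH 10; fluorescence 365/440; AC50 via Hill.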
# aGlu spleen mod = inhibits or activates alpha-glucosidase in human spleen homogenate | hit rate 0.006% among 240,000 | P10253 | human spleen homogenate, 4-MU-alpha-glucoside fluorescence | Potency, µM (highest dose often 79.9 µM), for the others: at the highest dose activity change, negative = inhibition, actives largely listed as inhibitors | AID 2112;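 also: 0% = enzyme with vehicle and -100% = no enzyme basal signal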
#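 AC50 values come from Hill-equation fits of concentration-response data, normalized to no-enzyme and full-activity controls. Enzyme source: 1 ug human spleen homogenate; 1 mM fluorogenic 4-MU glucoside, pH 5.0 citrate buffer, 37 C, 40 min.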
# NPSR antagonist = antagonists of human neuropeptide S receptor cAMP signaling. Q6W5P4. CHO-NPSR cells, cAMP TR-FRET, antagonist mode. Potency, µM (series often up to 38.3 µM), for the others: at the highest dose activity change, negative = inhibition, usual class: inhibitors. hit rate 1% among 220,000. AID 1461; also: % is scaled to controls: 0 for no effect and ±100 for the full control effect; nearly all actives have a fitted effect of over 50% in size; many of its hits are not listed in these tables
# Target sequence (Q6W5P4 whole entry, looked up): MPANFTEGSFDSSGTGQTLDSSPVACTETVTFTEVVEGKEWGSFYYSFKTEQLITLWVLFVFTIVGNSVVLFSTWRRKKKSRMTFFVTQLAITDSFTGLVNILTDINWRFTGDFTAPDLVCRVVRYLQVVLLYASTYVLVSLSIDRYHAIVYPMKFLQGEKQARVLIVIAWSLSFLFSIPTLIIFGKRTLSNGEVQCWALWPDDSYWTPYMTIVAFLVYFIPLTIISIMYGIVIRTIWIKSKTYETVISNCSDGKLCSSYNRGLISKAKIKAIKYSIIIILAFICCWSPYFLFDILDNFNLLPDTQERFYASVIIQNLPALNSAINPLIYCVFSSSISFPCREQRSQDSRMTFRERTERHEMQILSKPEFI
# Tau fluor counter = counter-screen for tau fibril formation inhibitors | tau K18 P301L (four-repeat tau fragment) Alexa594 fluorescence, heparin fibrillization | Potency, µM (titrated, usually from 57.7 µM), inactives show at the top dose activity change, negative = decrease | hit rate 0.93% among 280,000 | AID 1463; also: % is scaled to controls: 0 for no effect and ±100 for the full control effect; nearly all actives have a fitted effect of over 55% in size
#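 Human K18 P301L tau (15 uM unlabeled plus 0.24 uM Alexa 594-labeled, final) in 100 mM sodium acetate pH 7 was mixed with compound and 20 uM heparin and incubated 6 hr at 37 C.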
# GAA inhib = blocks human lysosomal alpha-glucosidase; Potency, µM (titrated, usually from 76.9 µM), for inactives: top-dose activity change, negative = inhibition, hits mostly inhibitors; purified human GAA, 4-MU-alpha-glucoside fluorescence; AID 1466; P10253; hit rate 0.005% among 200,000;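 also: plate controls were uninhibited enzyme wells for no effect and no-enzyme background for full effect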
#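 Enzyme (4 nM final) mixed with compound (up to 77 uM), then 4-MU-alpha-D-pyranoside (400 uM final) added; 20 min at room temperature, pH 5.0. Reaction stopped at pH 10, fluorescence read, AC50 derived by Hill fit.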
# GAA glycogen = inhibitors or activators of human alpha-glucosidase glycogen cleavage | hit rate 0.38% among 300,000 | AID 2100 | Potency, µM (top dose mostly 76.4 µM), without a hit: top-dose activity change, negative = inhibition, hits mostly inhibitors | P10253 | recombinant GAA, glycogen substrate, Amplex Red glucose oxidase fluorescence;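 also: 0% = full enzyme reaction and -100% = no-enzyme basal signal; the screen sought inhibitors and activators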
#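 Recombinant human alpha-glucosidase (4 nM final) hydrolysed bovine liver glycogen (30 ug) for 40 min at 37 C in pH 5.0 citrate/phosphate with 0.01% Tween-20. Released glucose detected by glucose oxidase/Amplex Red, Ex 573/Em 610 nm. Compounds up to 77 uM; AC50 from Hill fits.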
# ALDH1A1 inh = blocks purified human ALDH1A1 activity; hit rate 7.3% among 220,000; AID 1030; Purified ALDH1A1, NADH fluorescence, propionaldehyde substrate; Potency, µM (series often up to 75.3 µM), for inactives: at the highest dose activity, negative = inhibition, most hits filed as inhibitors; active = well fitted inhibition curve with a large enough effect, not every such curve was filed as active; inconclusive = small, poorly fitted or top-dose-only effect, or another doubt; inactive = no such curve, though single readings can be large or run the other way;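 also: plate controls were no enzyme wells and a reference inhibitor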
# Active calls of the source: *; ? = inconclusive; · = not tested or not shown; [ ] = another dose, or the depositor's remark. Unless noted, calls follow the shape of the dose curve; as a rule, active = well fitted curve in the direction sought with a large enough effect; inconclusive = small, poorly fitted or top-dose-only effect, or another doubt; inactive = no such curve, though single readings can be large; an effect the other way counts as inactive or inconclusive. Potency is read from the fitted curve at half-maximal effect. Only part of the results is shown; the hit share may differ from the screen's.
no. | smiles | Epigenetic derep | aGal spleen mod | aGlu spleen mod | NPSR antagonist | Tau fluor counter | GAA inhib | GAA glycogen | ALDH1A1 inh
1 | Cc1ccc(/C=N/NC(=O)C(=O)N/N=C/c2ccc(C)o2)o1 | 3.8% | -5% | 6% | -22% | -13% | 3% | 3% | 2%
2 | Cc1ccc(CSc2n[nH]c(N)n2)cc1 | -0.1% | -13% | 1% | -4% | 16%[2.34 µM] | 7% | 3% | -14%
3 | Cc1ccc(N(CCC(=O)NC(C)(C)C)S(=O)(=O)c2ccc(C)cc2)cc1 | -0.2% | -1% | 4% | -12% | -12% | -2% | -4% | 10%
4 | O=C(CNC(=O)c1ccccc1)OCc1ccc([N+](=O)[O-])cc1 | 0.0% | 1% | -2% | 22% | -2% | 1% | 10% | -7%
5 | O=C(CNCc1ccc(Cl)cc1)Nc1cccc(C(=O)O)c1 | 0.0% | -3% | -1% | 33% | -8% | 5% | 13% | -2%
6 | O=C(NC(=Nc1ccccc1)N1CCOCC1)Nc1ccccc1 | -0.9% | 7% | 0% | 2%[46.1 µM] | 3% | -4% | 7% | 13%
7 | Cc1cc(C)nc(NC(N)=NC(C)c2ccccc2)n1 (stereo unspecified) | 4.4% | 0% | -3% | 6% | -4% | 0% | 8% | 7%
8 | COc1cccc([C@@H]2Oc3ccc(OC)cc3C[C@H]2OC(=O)N[C@H](C)C2CCCCC2)c1 | -0.3% | -4% | -12% | · | -4% | · | · | 0%
9 | CCNC(=S)NNC(=O)c1cc(-c2ccccc2C)nc2ccccc12 | 0.0% | 7% | 2% | -10%[46.1 µM] | -10% | -6% | -29% | ?
10 | O=P(O)(CN1CCCCC1)CN1CCCCC1 | 0.9% | -4% | -5% | 11%[46.1 µM] | -5% | 3% | -16% | 10%
11 | O=C(CSc1nnc(-c2ccccc2)o1)N1CCOCC1 | 0.8% | -8% | -6% | -2%[46.1 µM] | 11% | -13% | 5% | 9%
12 | Cc1ccc(OCC(=O)N/N=C2\CCOc3c(C)cccc32)cc1 | 0.0% | -23% | -5% | -22%[46.1 µM] | -7% | -1% | 10% | 9%
13 | O=C(Nc1nc(-c2ccncc2)cs1)C1c2ccccc2Oc2ccccc21 | 0.1% | -5% | -3% | -30% | ? | -6% | -9% | -6%
14 | CCOC(=O)c1nn(-c2ccccc2F)c(-c2ccccc2)c1C(=O)c1ccccc1 | -1.3% | -2% | -4% | ? | -8% | 0% | -11% | ?
15 | COC(=O)CCC(=O)c1oc2ccccc2c1NC(=O)CCCN1C(=O)c2ccccc2C1=O | 9.5% | 2% | -11% | -9%[46.1 µM] | -6% | -1% | 6% | 7%

# Structures listed so far containing sulfur:
no. | smiles | Epigenetic derep | aGal spleen mod | aGlu spleen mod | NPSR antagonist | Tau fluor counter | GAA inhib | GAA glycogen | ALDH1A1 inh
2 | Cc1ccc(CSc2n[nH]c(N)n2)cc1 | -0.1% | -13% | 1% | -4% | 16%[2.34 µM] | 7% | 3% | -14%
3 | Cc1ccc(N(CCC(=O)NC(C)(C)C)S(=O)(=O)c2ccc(C)cc2)cc1 | -0.2% | -1% | 4% | -12% | -12% | -2% | -4% | 10%
9 | CCNC(=S)NNC(=O)c1cc(-c2ccccc2C)nc2ccccc12 | 0.0% | 7% | 2% | -10%[46.1 µM] | -10% | -6% | -29% | ?
11 | O=C(CSc1nnc(-c2ccccc2)o1)N1CCOCC1 | 0.8% | -8% | -6% | -2%[46.1 µM] | 11% | -13% | 5% | 9%
13 | O=C(Nc1nc(-c2ccncc2)cs1)C1c2ccccc2Oc2ccccc21 | 0.1% | -5% | -3% | -30% | ? | -6% | -9% | -6%

# Carrying on.
no. | smiles | Epigenetic derep | aGal spleen mod | aGlu spleen mod | NPSR antagonist | Tau fluor counter | GAA inhib | GAA glycogen | ALDH1A1 inh
16 | CC1CC(C)CN(C(=O)c2cc3cc(Br)cc(Br)c3o2)C1 (stereo unspecified) | -1.9% | 6% | 9% | -40% | -5% | -5% | 3% | ?
17 | C/C(=N\NC(=O)c1cccnc1)c1cccc([N+](=O)[O-])c1 | -0.1% | 2% | -1% | -1% | -11% | -12% | 5% | -2%
18 | Cc1ccc2nc(SCC(=O)NCc3ccco3)[nH]c2c1 | -0.7% | 0% | -2% | -4%[46.1 µM] | -8% | 5% | 0% | 9%
19 | COc1ccc(CC(=O)N/N=C/c2ccc(-c3ccc(F)cc3)o2)cc1OC | 0.0% | 6% | -1% | -25% | -15% | · | 1% | ·
20 | CCN(CC)CCCNC(=O)c1ccc(Cl)c(S(=O)(=O)Nc2ccccc2OC)c1 | 0.4% | 2% | -5% | 0%[46.1 µM] | -13% | -7% | 2% | -1%
21 | COc1ccc(CN(C)C(C)C(=O)Nc2ccc(S(=O)(=O)N3CCOCC3)cc2)c(OC)c1 (stereo unspecified) | -1.1% | 5% | -1% | -2% | -2% | -7% | 3% | 2%
22 | O=C(NC1CC1)c1cc(F)c(F)cc1Cl | -0.8% | 2% | 4% | -9%[46.1 µM] | 2% | -3% | -7% | 1%
23 | CCN(CC)S(=O)(=O)N1CCC(C(=O)NCc2ccc(C)cc2)CC1 | -0.9% | 7% | -1% | 2%[46.1 µM] | 5% | -7% | -1% | 4.5µM*
24 | COc1ccc(/C=N/NC(=S)Nc2ccccc2)cc1COc1ccccc1F | 3.2% | 6% | 3% | -16% | ? | 10% | 6% | -3%
25 | CCCCC(O)(CCCC)C(=O)NN(C(=O)OCC)c1ccccc1 | 0.0% | 2% | -1% | -5% | -8% | 2% | 16% | -11%
26 | Nc1c(C(=O)Nc2ccccc2)c2nc3ccccc3nc2n1CCCN1CCOCC1 | 2.4% | -7% | -2% | ? | ? | · | -4% | ·
27 | NC(=O)C1CCN(c2ncnc3c(-c4ccccc4)nsc23)CC1 | 0.0% | 2% | 0% | -9%[46.1 µM] | -5% | -5% | 4% | -11%
28 | Nc1ccc(C(=O)NCC(=O)O)cc1 | -1.3% | -16% | -9% | · | ? | · | · | 1%
29 | c1ccc(-c2cc3c(N4CCOCC4)ncnc3s2)cc1 | -1.4% | -12% | -1% | -6%[46.1 µM] | -24% | -2% | -5% | ?
30 | CCn1c(=O)c2cc(C(=O)NCCN3CCOCC3)sc2c2ccccc21 | 0.8% | 8% | 2% | 2%[46.1 µM] | 0% | -1%[15.4 µM] | -7% | ?

# Next structures:
No.	SMILES	Epigenetic derep	aGal spleen mod	aGlu spleen mod	NPSR antagonist	Tau fluor counter	GAA inhib	GAA glycogen	ALDH1A1 inh
31	O=C(COC(=O)C(Cc1ccccc1)NC(=O)c1ccccc1)c1ccccc1 (stereo unspecified)	-0.9%	6%	8%	-2%	-3%	0%	-3%	1%
32	COc1ccc(CC(=O)NNc2ncnc3c2cnn3-c2ccccc2)cc1	0.0%	3%	6%	6%	4%	6%	-6%	?
33	C#CCn1c(=NC(=O)c2ccc(S(=O)(=O)N3CCc4ccccc4C3)cc2)sc2cc(S(N)(=O)=O)ccc21	4.0%	-4%	-7%	-4%	-6%	?	14%	?
34	COc1ccccc1NS(=O)(=O)c1cc(NC(=O)c2ccc3ccccc3n2)ccc1Cl	-0.3%	-2%	8%	-10%	-24%	-2%	-3%	3%
35	COc1ccc(CN(C(=O)c2nsc(Cl)c2Cl)C(C(=O)NC2CCCC2)c2ccc(C)cc2)cc1 (stereo unspecified)	0.0%	9%	-14%	?	-6%	-7%	-6%	13µM*
36	Cc1ccc(C(=O)OC2CCS(=O)(=O)c3sccc32)cc1 (stereo unspecified)	-0.9%	1%	0%	-23%[46.1 µM]	-13%	?	-3%	-14%
37	Cc1ccc(CNC(=O)CCCCCNc2nc(=S)[nH]c3ccccc23)cc1	-2.9%	4%	2%	-13%	-10%	-3%	2%	-2%
38	O=c1nc(Nc2ccc(Br)cc2)sc2ccc([N+](=O)[O-])cc12	-0.1%	14%	7%	1%	?	·	5%	·
39	O=C(Nc1nnc(Cc2ccc([N+](=O)[O-])cc2)s1)Nc1ccccc1F	3.2%	-2%	2%	7%	-8%	0%	2%	9%
40	CS(=O)(=O)c1ccc2nc(NC(=O)C3CCCO3)sc2c1 (stereo unspecified)	1.1%	7%	4%	-6%	15%[2.34 µM]	8%	-4%	10%
41	O=C(CSc1nc2ccccc2[nH]1)N1CCN(c2ccccc2)CC1	0.9%	3%	5%	-10%[46.1 µM]	-12%	-5%	-13%	-9%
42	CCC(C)(C)NC(=O)Cc1ccc(OC)c(OC)c1	-3.0%	5%	-5%	6%[46.1 µM]	-20%	-12%	-17%	3%
43	COc1ccc(-c2cc(C(=O)Nc3ccc(S(=O)(=O)Nc4onc(C)c4C)cc3)c3ccccc3n2)cc1OC	-1.1%	7%	-3%	3%	-27%	-8%	-4%	-1%
44	COc1ccc(-c2c(C)n([O-])c3c([n+]2=O)CCCCC3)cc1	-1.0%	2%	-10%	11%	-11%	4%	-4%	0%
45	COc1ccc(-c2cc(C(F)(F)F)nc(SCC(=O)Nc3sc4c(c3C#N)CCC4)n2)cc1	?	11%	-10%	-11%[46.1 µM]	?	-1%	-1%	?
46	COc1ccc(CCNC(=O)CCS(=O)(=O)c2ccc(Br)cc2)cc1OC	-4.0%	-9%	0%	21%	-9%	-4%	-6%	4%
47	O=C(/C(=C/O)N=Nc1ccc(Cl)cc1)c1ccncc1	18%	9%	0%	?	-27%	-8%	-13%	10µM*
48	O=C(NC(=S)Nc1ccc(CN2CCOCC2)cc1)c1ccc([N+](=O)[O-])cc1	0.0%	-8%	-9%	12%	-12%	-1%	14%	?
49	Cc1cc(C)cc(N(CC(=O)NCC2CCCO2)C(=O)CCC(=O)Nc2cc(C)on2)c1 (stereo unspecified)	-1.0%	-3%	-7%	4%[46.1 µM]	3%	-9%	-6%	1%
50	COc1cc(NC(=O)NCc2ccncc2)cc(OC)c1OC	1.6%	5%	0%	-28%[46.1 µM]	-5%	2%	-3%	4%
51	O=C(O)CCNS(=O)(=O)c1ccc2c(c1)Cc1ccccc1-2	0.8%	-3%	-1%	?	15%	?	-8%	?
52	CC(C)(C)NC(=O)CSc1nc(O)cc(=O)n1-c1ccccc1	1.3%	-7%	-11%	2%[46.1 µM]	-8%	-5%	0%	0%
